Screens from PubChem BioAssay.
SKKanGAS inh: S. pyogenes SKKanGAS growth inhibitors in kanamycin, primary screen, streptokinase expression inhibitor project, SKKanGAS strain, BacTiter-Glo luminescence; 6 h; inhibition, % at 7.5 µM; 300,000 tested, 1.3% active; AID 1662, 2009;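 active means mean replicate score, as percent of positive control median, at least 50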;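 further: strain carries kanamycin resistance gene driven by streptokinase promoter and grows in 40 µg/ml kanamycin; loss of luminescence reflects streptokinase promoter inhibition or plain growth inhibition; 0% = median of DMSO wells and 100% = positive control at its reference dose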
MrgX1 antag: antagonists of human MrgX1 receptor, primary screen, HEK293 cells, Fluo-4 calcium flux. Mas-related G-protein coupled receptor member X1 (Homo sapiens), Q96LB2. BAM8-22 antagonism; stronger effect = lower value. B-score at 10 µM. 310,000 tested, 1.3% active. AID 588676, 2011;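 active means calcium-response B-score plate-corrected more than 3 library SD below zero, starting fluorescence within 5 deviations, no agonist response on first addition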;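 further: peak minus trough fluorescence over baseline after final BAM8-22 challenge near maximal dose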
MrgX1 PAM: positive allosteric modulators of MrgX1, primary screen, HEK293 cells, Fluo-4 calcium flux | FDSS; stronger effect = higher value | B-score at 10 µM | 310,000 tested, 0.63% active;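 active means plate-corrected calcium response at least 3 library SD above typical, normal starting fluorescence, not activating the receptor alone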;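 further: compound read alongside a low EC10 to EC30 dose of BAM8-22 agonist; peak minus trough fluorescence over baseline measured at the second addition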
Platelet DG rel: inhibitors of platelet dense granule secretion, primary screen, cell-based, MLPCN, human platelets; inhibition, %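 (compounds screened at 7.5 µM in platelet-rich plasma)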; human platelet-rich plasma, SFLLRN dense granule ATP release, luminescence; 300,000 tested, 0.22% active; AID 1663, 2009;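 active means mean replicate score, as percent of positive control, at or above 50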
MrgX1 agonist: agonists of human MrgX1 receptor, primary screen, HEK293 cells, Fluo-4 calcium flux; B-score at 10 µM; 310,000 tested, 0.44% active; Mas-related G-protein coupled receptor member X1 (Homo sapiens), Q96LB2; Fluo-4 calcium fluorescence, agonist mode; stronger effect = higher value;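 active means calcium response B-score plate-corrected fluorescence ratio at least 3 library SD, with starting fluorescence B-score inside 5 SD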
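Material: MrgX1-expressing HEK293 cells / Dosing: compound as first of three additions / Incubation: overnight seeding, then 1 h dark dye loading / Signal: Fluo-4 NW calcium fluorescence / Evaluation: B-scored fluorescence response ratio / Benchmarks: positive and negative control wells on each plate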
HIF act: HIF pathway transcriptional activators, primary screen, cell-based, U2OS HRE-luciferase, luminescence | U2OS HRE-luciferase reporter; normalized: DMSO 0%, desferrioxamine 100% | activation, % at 7.5 µM (by protocol) | 300,000 tested, 0.32% active | AID 1910, 2009;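 active means mean activation of at least 10% of the iron chelator positive control signal, with at least half of replicates also reaching 10%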
An asterisk follows results filed as active; i = inactive; x = no result given. An excerpt; rates above refer to the full screens.

Structure	SKKanGAS inh	MrgX1 antag	MrgX1 PAM	Platelet DG rel	MrgX1 agonist	HIF act
CCCCN(CCCC)CCNC(=O)Cc1nc2c(c(=O)[nH]c(=O)n2C)n1C	-1	x	x	-5	x	-0.5
CCOC(=O)N1CCN(Cc2nc(N)nc(Nc3ccc(Oc4ccccc4)cc3)n2)CC1	x	i	i	x	i	x
COc1ccccc1NC(=O)C1=C(C)Nc2nc(-c3ccc(N(C)C)cc3)nn2C1c1ccncc1 (stereo not drawn)	x	i	i	x	i	x
CC[C@H](C)C(N)c1cn(C(CCCN=C(N)N)C(=O)N2CCNCC2)nn1 (stereo partly drawn)	x	i	i	x	i	x
Cc1c(Cl)ccc2c1NC(=O)[C@]21[C@@H]2C(=O)N(Cc3ccccc3)C(=O)[C@@H]2[C@@H]2CCCN21	x	i	i	x	i	x
CCSc1nc2c(c(=O)[nH]c(=O)n2C)n1Cc1ccc(Cl)cc1	x	i	i	x	i	x
COc1cccc(NC(=O)COc2ccc(C)cc2)c1	x	i	i	x	i	x
NC(=O)c1ccsc1NC(=O)c1cc(=O)c2ccccc2o1	x	i	i	x	i	x
C[C@@H]1CC[C@]2(C(=O)O)CC[C@]3(C)C(=CCC4[C@]56CC[C@@](O)(OC5)C(C)(C)C6CC[C@]43C)C2[C@H]1C (stereo partly drawn)	x	i	i	x	i	x
C#CCOCCOCCOCCNc1nc(N2CCN(C(=O)[C@H]([C@@H](C)CC)n3cc(CCCCN)nn3)CC2)nc(N2CCN(C(=O)[C@H](CCCCN)n3cc(CC(C)O)nn3)CC2)n1 (stereo partly drawn)	x	i	i	x	i	x
OCC[C@H]1C[C@H](O)[C@@H](O)[C@@]2(Cc3ccccc3O2)O1	x	i	i	x	i	x
COc1ccc([C@@H]2CC=C(C(=O)O)[C@H](c3ccccc3F)N2S(=O)(=O)c2ccc(C)cc2)cc1OC	x	i	i	x	i	x
COc1cc2cc(CN(CCN3CCCC3)C(=O)Nc3ccc(F)cc3)c(=O)[nH]c2cc1OC	x	i	i	x	i	x
CN(C)CCOC(=O)COc1ccc(Cl)cc1	x	i	i	x	i	x
CCOC(=O)c1cc(OC(=O)c2cccs2)n(-c2ccccc2)n1	x	i	i	x	i	x
Cc1noc(C)c1COC(=O)c1cccc(S(=O)(=O)N2CCCCCC2)c1	x	i	i	x	i	x
CC1CCCN(C(=O)Cn2c(=O)oc3cc(S(=O)(=O)N4CCCCC4)ccc32)C1 (stereo not drawn)	x	i	i	x	i	x
O=C(c1cnsn1)N1CCN(c2ccccc2)CC1	x	i	i	x	i	x
CN1CCC(C2(O)c3ccccc3CSc3sccc32)CC1 (stereo not drawn)	x	i	i	x	i	x
CNc1nnc(-c2ccc(N(C)C)cc2)s1	x	i	i	x	i	x
O=C(O)C(O)Cc1c[nH]c2ccccc12 (stereo not drawn)	x	i	i	x	i	x
OCC[C@H]1C[C@@H](O)[C@H](O)[C@]2(OCCCc3ccccc32)O1	x	i	i	x	i	x
Cc1cc2nc(/N=C(\N)NC(=O)N3c4ccccc4Sc4ccccc43)nc(C)c2cc1C	x	i	i	x	i	x
NS(=O)(=O)c1ccc(CCNC2CC(=O)N(CCc3ccccc3)C2=O)cc1 (stereo not drawn)	x	i	i	x	i	x
CCOC(=O)[C@H]1[C@H]2COc3ccc(Cl)cc3[C@@H]2N2C(=O)c3cc(Cl)ccc3NC(=O)[C@@]12C	x	i	i	x	i	x
COc1ccc(CCNC(=O)CSc2ccccn2)cc1	x	i	i	x	i	x
OCC[C@H]1C[C@@H](O)[C@H](O)[C@]2(OCc3ccccc32)O1	x	i	i	x	i	x
O=C(C1CCN(S(=O)(=O)c2cccc3cccnc23)CC1)N1CC=C(c2ccccc2)CC1	x	i	i	x	i	x
COc1ccccc1Oc1c(C)oc2cc(OC(=O)c3ccco3)ccc2c1=O	x	i	i	x	i	x
Cc1ccc(-c2cnc(SCC(=O)N3CCCc4ccccc43)n2C)cc1	x	i	i	x	i	x
O=C(c1ccc(CNc2c(N3CCOCC3)c(=O)c2=O)cc1)N1CC=C(c2ccccc2)CC1	x	i	i	x	i	x
COC(=O)c1ccc(-n2cc(-c3ccc(OC)cc3)[nH]c2=S)cc1	x	i	i	x	i	x
COc1cc(/C=C2/C(=O)c3cccc([N+](=O)[O-])c3C2=O)c(Br)cc1O	x	i	i	x	35*	x
O=P(O)(O)c1ccccc1OCCOCCOc1ccccc1P(=O)(O)O	x	i	i	x	i	x
CC1(C(=O)NC2CCCCC2)CCC(=O)N1Cc1cccnc1 (stereo not drawn)	x	i	i	x	i	x
O=C(O)C1=CC[C@@H](c2ccc(Cl)cc2)N(S(=O)(=O)c2ccc(Cl)cc2)[C@H]1c1ccccc1	x	i	i	x	i	x
COc1ccc(S(=O)(=O)Cc2ccc(C(=O)N3CCN(c4ncccn4)CC3)o2)cc1	x	i	i	x	i	x
O=C(CCN1CCCCCC1)c1ccccc1	x	i	i	x	31*	x
ClCc1c2ccccc2cc2ccccc12	x	i	i	x	i	x
O=C(O)CCn1cc(-c2ccc(Cl)cc2)nc1-c1ccc(Cl)nc1	x	i	i	x	i	x
COc1ccc2c(CC(=O)OCC(=O)c3ccc(F)cc3)coc2c1	x	i	i	x	i	x
CC1CCN(S(=O)(=O)N2CCC(C(=O)N3CCC(N(C)CC4CCCO4)CC3)CC2)CC1 (stereo not drawn)	x	i	i	x	i	x
CCc1[nH]nc2c1C(c1ccc(Br)s1)C(C#N)=C(N)O2 (stereo not drawn)	x	i	i	x	48*	x
CC1CC(=O)c2cn3c(nc2C1)nc1ccccc13 (stereo not drawn)	x	i	i	x	i	x
Cc1ccc(C(=O)Nc2cccc(C(=O)O)c2)cc1S(=O)(=O)N1CCCCC1	x	i	i	x	i	x
COc1cc([C@@H]2CC=C(C(=O)O)[C@H](c3ccc(F)cc3)N2S(=O)(=O)c2ccc(C)cc2)cc(OC)c1OC	x	i	i	x	i	x
Cc1ccc(CCNC(=O)C2CCN(S(=O)(=O)N3CCC4(CC3)OCCO4)CC2)cc1	x	i	i	x	i	x
COc1ccc(NC(=O)c2ccc(C(=O)c3ccccc3)o2)cc1	x	i	i	x	i	x
CCN1/C(=C/c2cc[n+](C)cc2)C=Cc2cc(C)ccc21	x	-7*	i	x	i	x
O=C(CCS(=O)(=O)c1ccc(Br)cc1)N1CCN(c2ccccc2F)CC1	x	-5.4*	i	x	i	x
CC1CCN(C(=O)C(Cc2ccccc2)NS(=O)(=O)c2ccc3c(c2)oc(=O)n3C)CC1 (stereo not drawn)	x	i	i	x	i	x
O=C(c1ccccc1F)N1CCN(S(=O)(=O)c2ccc(S(=O)(=O)N3CCCCC3)cc2)CC1	x	i	i	x	i	x
COc1ccc(-c2nnn(Cc3nc(N)nc(N4CCOCC4)n3)n2)cc1OC	x	i	i	x	i	x
c1ccc(-c2cnc(-c3cccnc3)o2)cc1	x	i	i	x	i	x
CCOC(=O)C(C)Sc1nc2ccccc2c(=O)n1CC (stereo not drawn)	x	i	i	x	i	x
O=C(Nc1ccc([N+](=O)[O-])cc1Cl)c1cc(Cl)ccc1O	x	i	i	x	i	x
CC1(C)S[C@@H]2[C@H](NC(=O)[C@H](N)c3ccccc3)C(=O)N2[C@H]1C(=O)OC1OC(=O)c2ccccc21 (stereo partly drawn)	x	i	i	x	i	x
CCOC(=O)CSc1nnc(CNC(=O)c2cccs2)n1-c1cccc(C)c1	x	i	i	x	i	x
C#CCOCCOCCOCCNc1nc(N2CCN(C(=O)[C@H]([C@@H](C)O)n3cc(CCCCN)nn3)CC2)nc(N2CCN(C(=O)[C@H](CCCCN)n3cc(CC(C)O)nn3)CC2)n1 (stereo partly drawn)	x	i	i	x	i	x
COc1cccc([C@@H]2CC=C(C(=O)O)[C@H](c3ccc(F)cc3)N2S(=O)(=O)c2ccc(C)cc2)c1	x	i	i	x	i	x

Next part.
Structure	SKKanGAS inh	MrgX1 antag	MrgX1 PAM	Platelet DG rel	MrgX1 agonist	HIF act
CC1(C)C(=O)N(CCN2CCC(C(=O)c3ccc(F)cc3)CC2)c2ccccc21	x	i	i	x	i	x
CCn1cc(C(=O)NC2CCCCCC2)c(=O)c2cc(S(=O)(=O)N3CCCCC3)ccc21	x	i	i	x	i	x
COc1cccc(-n2c(SCC(=O)N3c4ccccc4CC3C)nnc2-c2ccco2)c1 (stereo not drawn)	x	i	i	x	i	x
CN1[C@@H]2CC[C@H]1CC(OC(=O)C(O)c1ccccc1)C2 (stereo partly drawn)	x	i	i	x	i	x
CCOC(=O)[C@H]1[C@H]2COc3cc(OC)ccc3[C@@H]2N2C(=O)c3cc(C)ccc3NC(=O)[C@@]12C	x	i	i	x	i	x
COCCNC(=O)c1ccc(N2CCCCC2)c(NS(=O)(=O)c2ccc(C)cc2)c1	x	i	i	x	i	x
Nc1[nH]c(=S)[nH]c(=O)c1-c1ccccc1	x	i	i	x	i	x
COC(=O)[C@H]1C[C@H](C(=O)O)[C@@H](C)C1(C)C	x	i	i	x	i	x
O=C(CN1CCN(c2ccccc2)CC1)N1CCc2[nH]c3ccccc3c2C1	x	i	i	x	i	x
CC(C)(C)C1CCc2c(sc(NC(=O)c3ccco3)c2C(N)=O)C1 (stereo not drawn)	x	i	i	x	i	x
O=C(CCN1C(=O)C2C3C=CC(C3)C2C1=O)N1CCN(c2ccc(F)cc2)CC1 (stereo not drawn)	x	i	i	x	i	x
Cc1cccc2sc(NC(=O)CNS(=O)(=O)c3ccc(Br)s3)nc12	x	i	i	x	i	x
Cc1c(C(=O)O)oc2ccc(S(=O)(=O)N3CCC(C)CC3)cc12	x	i	i	x	i	x
CC(C)c1ccc(/C=N/Nc2cc(N3CCOCC3)nc(N3CCOCC3)n2)cc1	x	i	i	x	i	x
Oc1ccc(Cl)cc1CNCc1ccc(F)cc1	x	i	i	x	i	x
COc1cccc([C@@H]2CC=C(C(=O)O)[C@H](c3ccccc3)N2S(=O)(=O)c2ccc(C)cc2)c1	x	i	i	x	i	x
CCOC(=O)[C@H]1[C@H]2COc3ccc(Br)cc3[C@@H]2N2C(=O)c3ccc(C)cc3NC(=O)[C@@]12C	x	i	i	x	i	x
COCCN1Cc2cccc(C(=O)Nc3cccnc3)c2C1=O	x	i	i	x	i	x
COc1ccc(NC(=O)c2ccc(-c3ccc(-c4noc(C)n4)cc3C)cc2)cc1N1CCN(C)CC1	x	i	i	x	i	x
COc1ccc(N2C(=O)[C@@H]3[C@H](C2=O)[C@H]2c4ccccc4C=CN2[C@@H]3C(C)=O)cc1	x	i	i	x	i	x
O=c1[nH]c(=O)n([C@H]2C[C@H](O)[C@@H](CO)O2)cc1I	x	i	i	x	i	x
COc1ccc2c(c1)C(=O)CC(c1ccccc1F)O2 (stereo not drawn)	x	i	i	x	i	x
COc1cc(NC(=O)[C@@H]2CCCN2S(=O)(=O)c2cccc3cccnc23)cc(OC)c1OC	x	i	i	x	i	x
CCC(C)(C)n1nnnc1C(c1cc2cc(C)cc(C)c2[nH]c1=O)N1CCCC1 (stereo not drawn)	x	i	i	x	i	x
Cc1cccc(Oc2cc(NC(=O)Cn3cnc([N+](=O)[O-])n3)cc([N+](=O)[O-])c2)c1	x	i	i	x	i	x
COc1ccc2c(c1)C(=O)N1[C@H]3c4cc(Br)ccc4OC[C@@H]3[C@H](c3ccccc3)[C@]1(C)C(=O)N2	x	i	i	x	i	x
CN1C(C)(C)CCCC1(C)C	x	-7*	i	x	i	x
O=C1c2c(O)cccc2Cc2cccc(O)c21	x	i	i	x	i	x
CC(C)[C@H](N)c1cn([C@@H](CO)C(=O)N2CCNCC2)nn1	x	i	i	x	i	x
Cc1nc(-c2ccc(NS(C)(=O)=O)cc2)cs1	x	i	i	x	i	x
